# Screens: PubChem, National Center for Advancing Translational Sciences (NCATS)
# Tau fibril FP – blocks human tau fibril formation measured by polarization | P10636 | K18 P301L tau heparin fibrillization, Alexa594 FP, 6 h | Potency, µM (top dose mostly 57.7 µM), inactives show at the highest dose activity, negative = inhibition, most hits filed as inhibitors | 280,000 compounds, 0.39% hits | AID 1468; further: nearly all actives have a fitted effect of over 55% in size
# Target sequence (P10636 561-689 P618L limits assumed): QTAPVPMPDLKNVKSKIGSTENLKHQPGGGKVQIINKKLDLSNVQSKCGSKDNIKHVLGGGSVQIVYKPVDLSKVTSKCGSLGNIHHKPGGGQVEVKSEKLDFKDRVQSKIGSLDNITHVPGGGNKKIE
#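 Heparin (20 uM) drove fibril formation of recombinant tau K18 P301L, 15 uM unlabeled with 0.24 uM Alexa 594 label, for 6 hr at 37 C in 100 mM sodium acetate pH 7. Fluorescence polarization (555/632 nm) read 1 hr after 30 uM ThT.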
# RGS12 GoLoco inh – RGS12 GoLoco-Gai1 interaction inhibition; 230,000 compounds, 0.44% hits; Gai1:RGS12 GoLoco peptide FP, rhodamine, 10 min; AID 880; Potency, µM (titrated, usually from 61.6 µM), for the others: at the top dose activity, negative = inhibition, most hits filed as inhibitors; P63096; active means well fitted inhibition curve with a large enough effect, not every such curve was filed as active; inactive means no such curve, though single readings can be large or run the other way; further: nearly all actives have a fitted effect of over 30% in size; many of its hits are not listed in these tables
# TRb SRC2 PPI – TRbeta-SRC2 interaction inhibition | P10828 | TRbeta-SRC2 peptide binding, fluorescence polarization; receptor liganded with 1 µM T3 | Potency, µM (top dose mostly 106 µM), without a hit: top-dose activity change, negative = inhibition, hits mostly inhibitors | 280,000 compounds, 0.065% hits;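 further: plate controls were bound peptide for no effect and peptide without receptor for full effect; nearly all actives have a fitted effect of over 50% in size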
#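 Read-out is fluorescence polarization (555 nm excitation, 632 nm emission) of a Texas Red SRC2 coactivator peptide; loss of signal reflects blocked binding to human TRb ligand-binding domain in the presence of 1 uM T3.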
# L3MBTL1 block – inhibitors of human L3MBTL1; Q9Y468; AlphaScreen L3MBTL1–H3K9me1 peptide binding; Potency, µM (titrated, usually from 57.1 µM), for inactives: top-dose activity, negative = inhibition, usual class: inhibitors; 230,000 compounds, 0.66% hits; AID 485360; further: nearly all actives have a fitted effect of over 60% in size
#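 AlphaScreen assay: L3MBTL1 (50 nM final) was preincubated 30 min at room temperature with biotinylated H3(1-15)K9me1 peptide (75 nM final), then 30 min with library compounds; streptavidin donor and nickel chelate acceptor beads (10 ug/mL final) added, 30 min dark.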
# RECQ1 helicase – inhibitors of human RECQ1 DNA helicase. RECQ1 DNA unwinding, red fluorescence kinetic read. P46063. AID 2549. Potency, µM (series often up to 57.3 µM), for the others: top-dose activity, negative = inhibition, actives largely listed as inhibitors. 240,000 compounds, 0.54% hits;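 further: plate controls were vehicle for no effect and no enzyme for full effect; nearly all actives have a fitted effect of over 30% in size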
# Target sequence (P46063 whole entry, looked up): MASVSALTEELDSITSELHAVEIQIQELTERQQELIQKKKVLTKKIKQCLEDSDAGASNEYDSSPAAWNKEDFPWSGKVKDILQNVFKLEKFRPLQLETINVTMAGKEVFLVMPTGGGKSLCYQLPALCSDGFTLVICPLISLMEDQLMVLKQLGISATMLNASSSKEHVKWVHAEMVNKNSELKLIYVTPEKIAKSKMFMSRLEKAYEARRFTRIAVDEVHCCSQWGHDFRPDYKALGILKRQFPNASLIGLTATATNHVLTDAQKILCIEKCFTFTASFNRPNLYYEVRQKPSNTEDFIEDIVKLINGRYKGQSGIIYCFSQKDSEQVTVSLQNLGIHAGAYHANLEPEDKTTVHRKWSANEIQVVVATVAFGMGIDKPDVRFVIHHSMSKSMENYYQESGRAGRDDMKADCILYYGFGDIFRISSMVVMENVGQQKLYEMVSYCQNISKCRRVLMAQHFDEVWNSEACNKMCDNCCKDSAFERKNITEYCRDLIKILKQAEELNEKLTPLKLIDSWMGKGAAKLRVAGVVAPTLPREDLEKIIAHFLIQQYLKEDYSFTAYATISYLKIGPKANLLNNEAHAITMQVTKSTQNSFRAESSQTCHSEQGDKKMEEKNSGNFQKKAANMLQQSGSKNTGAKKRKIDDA
#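 50 nM RECQ1T1 preincubated 15 min with compound in Tris pH 8.0 buffer with MgCl2, DTT, Tween-20 and 2.5 ug/ml poly(dI-dC); started with 200 nM TAMRA/BHQ-2 forked duplex and 2 mM ATP. Unwinding read as fluorescence (525/598 nm), two reads 2 h apart.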
# Tau fibril ThT – inhibitors of human tau fibril formation, thioflavin T binding; P10636; recombinant tau K18 P301L (four-repeat tau fragment), heparin-induced fibrillization, ThT fluorescence; Potency, µM (doses to about 57.4 µM), for the others: top-dose activity, negative = inhibition, actives largely listed as inhibitors; 270,000 compounds, 2.1% hits; AID 1460; further: nearly all actives have a fitted effect of over 55% in size
#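 Heparin-induced (20 uM) aggregation of recombinant human K18 P301L tau, 15 uM unlabeled with 0.24 uM labeled, pH 7 acetate buffer, 6 hr at 37 C with compound. Fibrils quantified by 30 uM ThT fluorescence after 1 hr ambient incubation.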
# KDM4E inh – JMJD2E (human) inhibition; 230,000 compounds, 1.6% hits; B2RXH2; Potency, µM (titrated, usually from 57.1 µM), without a hit: at the highest dose activity change, negative = inhibition, hits mostly inhibitors; JMJD2E catalytic domain, FDH-coupled NADH fluorescence (FDH is formaldehyde dehydrogenase); active means well fitted inhibition curve with a large enough effect, not every such curve was filed as active; inconclusive means small, poorly fitted or top-dose-only effect, or another doubt; inactive means no such curve, though single readings can be large or run the other way;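 further: 0% = wells with enzyme and -100% = buffer wells without enzyme; nearly all actives have a fitted effect of over 50% in size; many of its hits are not listed in these tables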
# TR SRC2 fluor cs – alters Texas Red total fluorescence, flagging assay interference. TRb/SRC2 Texas Red total fluorescence interference. Potency, µM (doses to about 106 µM), for the others: at the highest dose fluorescence change, negative = quenching. 280,000 compounds, 0.29% hits. AID 1479; active means well fitted curve in either direction with a large enough effect; inconclusive means small, poorly fitted or top-dose-only effect
#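 Human TRb ligand-binding domain at 0.6 uM with 20 nM Texas Red SRC2 peptide in Tris buffer containing 1 uM T3 and 5% DMSO, incubated with compound 5 h at ambient temperature. Total fluorescence (555/632 nm) calculated as parallel + 2 × perpendicular.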
# * marks the source's active call; other numbers are inactive results; i = inactive; ? = inconclusive; / = not tested or not shown; [ ] = dose if it differs, or a comment. Unless noted, the call rests on the fitted dose curve; in most records, active means well fitted curve in the direction sought with a large enough effect; inconclusive means small, poorly fitted or top-dose-only effect, or another doubt; inactive means no such curve, though single readings can be large; an effect the other way counts as inactive or inconclusive. Unless noted, on the % scale 0 is the no-effect control and ±100 the full control effect; potency means the concentration at half of the fitted maximal effect. This is a subset; the hit share may differ from the screen's.
SMILES,Tau fibril FP,RGS12 GoLoco inh,TRb SRC2 PPI,L3MBTL1 block,RECQ1 helicase,Tau fibril ThT,KDM4E inh,TR SRC2 fluor cs
O=C(NCc1ccncc1)c1cccc(F)c1,5%,-5%,-2%,2%,-1%,-2%,0%,0%
CCCOc1ccc(CC(CC(=O)O)(C(=O)O)C(=O)O)cc1,-3%,-3%,-2%,1%,-11%,-6%,-2%,5%
CCOC(=O)N1CCC2(CC1)OC(=O)C(C)=C2C(=O)NCc1ccccc1OC,2%,/,-2%,/,/,4%,/,8%
COC(=O)C1=NNC2(c3ccc(C)cc3)C(=O)N(c3ccc(C)cc3)C(=O)C12 (stereo not given),10%,19%,0%,-7%,-4%,-1%,?,-7%
NS(=O)(=O)c1ccc(N/N=C/c2ccc(C(=O)O)cc2)c([N+](=O)[O-])c1,-4%,-8%,-2%,0%,i,11µM*,-9%,-13%
Cc1c(C)n(CCc2c[nH]c3ccccc23)ccc1=O,-1%,8%,7%,-2%,-6%,3%,7%,-8%
Cc1ccc(C(=O)N2CCC(N3CCN(Cc4ccc(F)cc4)C(=O)C3=O)CC2)cc1,4%,/,7%,/,/,-12%,/,-1%
Cc1[nH]c2ccccc2c1N=Nc1c(C)n(C)n(-c2ccccc2)c1=O,11%,1%,8%,10%,-3%,?,-12%,3%
CCn1c(C(O)c2ccccc2)nc2ccccc21 (stereo not given),-4%,-5%,-2%,3%,-5%,14%,-1%,-3%
CC(C)(C)n1nc2c(c1NC(=O)COc1ccc(Cl)cc1)CS(=O)(=O)C2,-1%,5%,-3%,/,-19%,-7%,0%,-2%
CCc1cccc(NS(=O)(=O)c2c(C)n[nH]c2C)c1,4%,-8%,2%,-9%,-5%,0%,-3%,-4%
Cc1oc2ccc(O)c(CN3CCOCC3)c2c1C(=O)Nc1cccc(Cl)c1C,-1%,/,-2%,/,/,-11%,/,-8%
CCCC(=O)Nc1ccc(Br)cn1,1%,1%,-23%,/,i,1%,1%,0%
COc1ccc(NC(=O)c2sc3nc4c(cc3c2N)CCCCCC4)cc1Cl,16%,/,3%,/,/,?,/,-4%
COc1ccc(CNC(=O)c2ccc3nc(CCc4ccccc4)oc3c2)c(OC)c1,3%,/,7%,/,/,-13%,/,3%
Cc1c(C(=O)N2CCCc3ccccc32)oc2ccc(S(=O)(=O)N3CCOCC3)cc12,0%,9%,1%,0%,-5%,-21%,-13%,-4%
Cc1ccc(-c2cc(C(=O)NCc3cccs3)no2)cc1,-13%,-13%,-1%,/,i,-8%,4%,-3%
O=C(COC(=O)CCC(=O)c1ccc(Cl)cc1)NCC1CCCO1 (stereo not given),-7%,-3%,-3%,3%,-5%,-2%,1%,-6%
O=C(NC1CCCCC1)C1CC(=O)N(c2ccc(Cl)cc2)C1 (stereo not given),-10%,0%,8%,-11%,-2%,-7%,-4%,4%
COCCCNC(=O)C1CC(=O)N(c2ccc(C)cc2)C1 (stereo not given),5%,3%,-7%,3%,i,-2%,-29%,-4%
CCC(C)(C)NC(=O)C(c1ccc(O)cc1)N(CCOC)C(=O)CCC(=O)Nc1nccs1 (stereo not given),-1%,4%,8%,/,-8%,/,4%,-1%
CCCCSc1nc(SCC(=O)NCc2ccco2)c2c3c(sc2n1)COC(C)(CC)C3 (stereo not given),-2%,15%,-8%,-5%,-6%,-9%,?,-1%
CN(C)C(=O)C1CC(=O)OC12CCCCC2 (stereo not given),-1%,2%,-2%,-2%,-5%,-10%,1%,2%
COc1ccccc1C(=O)NC1CCCCCCC1,-2%,2%,2%,14%,-7%,-6%,12%,0%
Cc1cc(Cl)ccc1NC(=O)c1cccc(NC(=O)N2CCSc3ncccc32)c1,-5%,/,-7%,/,/,0%,/,0%
Cc1ccc(Cn2nc(C)c(NC(=O)CCCn3nc(C)c([N+](=O)[O-])c3C)c2C)cc1,1%,-7%,-3%,7%,-10%,4%,4%,1%
Cc1nc(NC(=O)COC(=O)C2=NNC(=O)CC2)c(Cl)cc1Cl,-5%,1%,-8%,11%,-2%,0%,9%,-2%
COc1cccc(CNC(=O)C2CCCN(c3nn4cc(-c5ccc(C)cc5)nc4s3)C2)c1 (stereo not given),10%,/,-3%,/,/,?,/,9%
CC(C)(C)OC(=O)N1CC=C2C(C#N)=C(N)C(C#N)(C#N)[C@H](c3cccnc3)[C@H]2C1,-19%,8%,2%,-5%,0%,?,?,5%
CC(C)(C)NC(=O)C(=O)N/N=C/c1ccc(Br)cc1,-5%,4%,-25%,11%,-7%,-7%,26%,3%

# Brought forward from above: 5 entries; new compounds follow.
SMILES,Tau fibril FP,RGS12 GoLoco inh,TRb SRC2 PPI,L3MBTL1 block,RECQ1 helicase,Tau fibril ThT,KDM4E inh,TR SRC2 fluor cs
Cc1ccc(Cn2nc(C)c(NC(=O)CCCn3nc(C)c([N+](=O)[O-])c3C)c2C)cc1,1%,-7%,-3%,7%,-10%,4%,4%,1%
Cc1nc(NC(=O)COC(=O)C2=NNC(=O)CC2)c(Cl)cc1Cl,-5%,1%,-8%,11%,-2%,0%,9%,-2%
COc1cccc(CNC(=O)C2CCCN(c3nn4cc(-c5ccc(C)cc5)nc4s3)C2)c1 (stereo not given),10%,/,-3%,/,/,?,/,9%
CC(C)(C)OC(=O)N1CC=C2C(C#N)=C(N)C(C#N)(C#N)[C@H](c3cccnc3)[C@H]2C1,-19%,8%,2%,-5%,0%,?,?,5%
CC(C)(C)NC(=O)C(=O)N/N=C/c1ccc(Br)cc1,-5%,4%,-25%,11%,-7%,-7%,26%,3%
CNC(=S)Nc1cc(OC)c(NC(=O)c2ccco2)cc1OC,-8%[2.34 µM],18%,3%,-6%,0%,10%,1%,1%
Cc1onc(NC(=O)CSCC(=O)O)c1Br,14%,-3%,-2%,-16%,-12%,12%,?,-3%
Cc1cc(NC(=O)CSc2nc(-c3cccc(F)c3)nc3c2c(=O)n(C)c(=O)n3C)no1,-9%,/,-4%,/,/,-3%,/,-1%
CCOc1ccc(C2c3c(oc4ccccc4c3=O)C(=O)N2c2nnc(C)s2)cc1OC (stereo not given),-7%,/,4%,/,/,-5%,/,3%
COCCNC(=O)C(c1ccco1)N(C(=O)Cn1nnc2ccccc21)c1cc(C)ccc1C (stereo not given),8%,6%,-1%,9%,-10%,3%,7%,3%
CC(Sc1nc(-c2ccccc2)cc(C(F)(F)F)n1)C(=O)N1CCOCC1 (stereo not given),-1%,-4%,13%,-3%,1%,5%,3%,-1%
CCOc1ccc(C2C(C#N)=C(N)SC(N)=C2C#N)c(OCC)c1,?,20%,5%,-8%,-6%,?,?,-2%
C=CCN1CCN(Cc2cnc(Cl)s2)CC1,-8%,5%,-1%,0%,-9%,-11%,1%,2%
CCOc1ccccc1OCC(=O)Nc1nc2ccccc2[nH]1,-7%,4%,7%,-5%,-8%,-14%,-3%,0%
Cc1ccc(S(=O)(=O)N2CCN(C(=O)CSc3nc4ccccc4c(=O)[nH]3)CC2)c(C)c1,-1%,12%,-16%,/,i,4%,-7%,2%
Cn1c2ccccc2c2nnc(NN)nc21,?,5%,8%,3%,-13%,?,?,0%
CCC(=O)Nc1cc(-c2nnc(OC)c3ccccc23)ccc1N1CCOCC1,-5%,6%,4%,-1%,-7%,-1%,9%,1%
CC(C)(C)NC(=O)CSc1nnc(Cc2ccc3c(c2)OCO3)n1C1CCCCC1,-13%,-6%,0%,-1%,-10%,-4%,-3%,-4%
O=C(COC(=O)CNC(=O)C1CCCCC1)Nc1ccc(Cl)cc1F,8%,7%,-7%,8%,-9%,-3%,2%,-2%
CCOC(=O)c1cnc2c(C(=O)OCC)cnn2c1N,8%,0%,-3%,-1%,1%,-6%,?,-5%
CCOc1ccc(N=CC2=C(O)CC(c3ccco3)CC2=O)cc1 (stereo not given),-4%,14%,4%,-5%,-2%,?,?,2%
CC1(C)Cc2ccccc2C(c2cc3ccccc3oc2=O)=N1,1%,7%,1%,10%,i,-2%,13%,-1%
COC(=O)C1C(c2ccc(Br)cc2)Nc2nnc(C(F)(F)F)n2C1(C)O (stereo not given),8%,-7%,-1%,/,-7%,-10%,2%,1%
CCNc1nc(NC(C)C)nc(OCC)n1,-2%,4%,-1%,/,-5%,-9%,5%,0%
CCOC(=O)c1oc2nc3c(cc2c1N)CCCC3,4%,0%,1%,0%,-5%,?,?,-3%
Cc1cc(Nc2ccccc2)c2c([N+](=O)[O-])c(C)cc(C)c2n1,14%,8%,-1%,?,i,?,1%,-6%
COc1ccc(-n2c(C)nc3cc(C(=O)NC4CCCC4)ccc32)cc1,0%,/,-3%,/,/,-5%,/,-6%
O=C1c2ccccc2CN1CCNC(=S)NC1CCCCC1,-4%,1%,-5%,/,i,-5%,8%,2%
Cc1ccc(/C=N/NC(=O)CSc2nc3ccccc3n2C)s1,4%,0%,-3%,2%,-14%,-23%,-4%,0%
CN1C(=O)c2ccccc2C(C(=O)O)C1c1cn(C)c2ccccc12 (stereo not given),2%,-5%,-6%,-7%,6%,-12%,-18%,-2%
OCCCn1c(-c2ccccc2)n[nH]c1=S,-7%,6%,-24%,-18%,0%,-2%,-5%,0%
Cc1ccc(N2C(=O)c3cccc([N+](=O)[O-])c3C2=O)cc1C,-9%,15%,7%,4%,-7%,-8%,-11%,-1%
CCCc1nc2ccccc2n2c(-c3ccccc3)c3c(=O)n(C)c(=O)n(C)c3c12,-2%,/,5%,/,/,-4%,/,-1%
COc1ccccc1/C=C/C(=O)NNC(=O)c1cccs1,7%,8%,-4%,-4%,i,1%,?,1%
Cc1nc2c(C(=O)NCc3ccccc3)c[nH]n2c(=O)c1Cc1ccccc1Cl,3%,/,3%,/,/,-17%,/,-3%
CCOC(=O)COn1c(-c2cccc(Cl)c2)nc2ccc([N+](=O)[O-])cc21,-2%,9%,-5%,4%,-11%,?,6%,1%
